HKDC1 inh – HKDC1 (human) hexokinase inhibition. Q2TB90. recombinant HKDC1, G6PDH/diaphorase resazurin coupled fluorescence. inhibition, % at 20 µM. 340,000 tested, 0.16% active;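 active = inhibition above about 35% when tested at 20 µM, limit read from the data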;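 note: plate controls were DMSO wells with enzyme for no effect and DMSO wells lacking enzyme for full effect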
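Material – in-house recombinant HK5 (HKDC1) enzyme · Quantity – HKDC1 at 5 µg/mL · Buffer or medium – pH 8.0 Tris buffer with 10 mM MgCl2 · Reagent – glucose with 1 mM ATP · Dosing – single 20 µM dose · Times – reaction time 90 min, room temperature, protected from light · Technique – resorufin fluorescence at 613 nm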
SENP6 block – SENP6 protease inhibition | Q9GZR1 | Recombinant SENP6 catalytic domain, aminoluciferin luminescence | inhibition, % at 10 µM | 330,000 tested, 1.8% active;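 active = inhibition above about 50% at the single tested dose, limit read from the data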;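 note: plate controls were DMSO wells with enzyme for no effect and DMSO wells lacking enzyme for full effect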
Target sequence (Q9GZR1 628-1112 limits assumed): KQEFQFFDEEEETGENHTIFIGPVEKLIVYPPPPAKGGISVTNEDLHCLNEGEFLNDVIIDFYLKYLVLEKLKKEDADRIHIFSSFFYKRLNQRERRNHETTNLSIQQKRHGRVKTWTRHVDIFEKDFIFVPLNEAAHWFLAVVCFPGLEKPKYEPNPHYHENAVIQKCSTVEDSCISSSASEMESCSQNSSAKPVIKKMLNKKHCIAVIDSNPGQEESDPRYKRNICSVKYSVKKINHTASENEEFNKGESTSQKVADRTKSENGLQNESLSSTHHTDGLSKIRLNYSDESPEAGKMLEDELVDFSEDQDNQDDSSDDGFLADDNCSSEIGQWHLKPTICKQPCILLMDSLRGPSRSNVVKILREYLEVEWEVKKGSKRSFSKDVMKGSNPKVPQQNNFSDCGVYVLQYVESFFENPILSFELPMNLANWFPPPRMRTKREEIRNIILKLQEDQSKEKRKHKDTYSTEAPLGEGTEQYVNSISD
ATG4B inhibitor – inhibitors of human ATG4B cysteine protease | ATG4B cleavage of LC3-PLA2, NBD-HPC fluorescence, 1 h | AID 504462 | 340,000 tested, 0.51% active | inhibition, % at 8.33 µM | Q9Y4P1; in the data active = inhibition above about 40%
GRIN3A LBD mod – NR3A (human) ligand-binding domain modulation. Tm shift relative to glycine control, % at 25 µM. NR3A LBD differential scanning fluorimetry, Tm shift; 0% = protein alone, 100% = glycine-bound protein. 340,000 tested, 2.5% active;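 active = melting temperature shift of at least 10% of the positive control shift, at one fixed dose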
SENP7 block – blocks the human protease SENP7; Q9BQF6; recombinant SENP7, Z-RLRGG-aminoluciferin luminescence, 40 min; inhibition, % at 5 µM; 330,000 tested, 1.5% active;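 active = inhibition above about 50% at the single test dose, limit read from the data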;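 note: plate controls were DMSO with enzyme for no effect and no enzyme buffer wells for full effect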
Target sequence (Q9BQF6 706-1050 limits assumed): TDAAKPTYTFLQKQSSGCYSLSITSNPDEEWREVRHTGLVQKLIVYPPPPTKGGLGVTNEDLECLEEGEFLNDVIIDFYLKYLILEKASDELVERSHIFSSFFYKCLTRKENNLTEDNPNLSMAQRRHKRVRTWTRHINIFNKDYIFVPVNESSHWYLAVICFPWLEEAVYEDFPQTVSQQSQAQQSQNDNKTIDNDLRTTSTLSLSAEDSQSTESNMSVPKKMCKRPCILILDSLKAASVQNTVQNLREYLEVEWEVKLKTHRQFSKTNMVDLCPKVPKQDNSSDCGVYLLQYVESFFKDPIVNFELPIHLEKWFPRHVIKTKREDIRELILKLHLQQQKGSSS
SENP8 block – inhibitors of human SENP8 protease; recombinant SENP8, Nedd8 substrate fluorescence; 360,000 tested, 0.64% active; Q96LD8; inhibition, % at 20 µM; in the data active = inhibition mostly above about 40%, no sharp cut-off; inactive = mostly below about 27%
Target sequence (Q96LD8 whole entry, looked up): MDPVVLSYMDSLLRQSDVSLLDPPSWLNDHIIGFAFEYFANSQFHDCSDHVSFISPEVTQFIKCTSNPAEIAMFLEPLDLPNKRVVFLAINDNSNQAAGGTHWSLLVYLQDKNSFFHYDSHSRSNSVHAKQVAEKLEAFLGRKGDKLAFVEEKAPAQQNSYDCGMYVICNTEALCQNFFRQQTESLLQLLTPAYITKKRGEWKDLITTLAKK
MPTP block – blocks calcium-induced mitochondrial swelling. isolated mouse mitochondria, Ca2+ swelling absorbance, 30 min. inhibition, % at 10 µM. 360,000 tested, 1.4% active;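 active = inhibition of 50% or more, scaled per plate between neutral and stimulator controls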;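 note: 0% = DMSO wells given calcium and 100% = 1 mM EGTA wells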
PfGluPho inh – PfG6PD (Plasmodium falciparum) enzyme inhibition | inhibition, % at 20 µM | PfGluPho enzyme, NADPH resazurin-diaphorase fluorescence | 350,000 tested, 0.78% active;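 active = inhibition reaching at least a set limit at 20 µM in the primary screen, cut at about 59% in these data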;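 note: 0% = DMSO wells with substrate and 100% = DMSO wells lacking glucose-6-phosphate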
Numbers without * were called inactive; / = no result given.

cpd | mol | HKDC1 inh | SENP6 block | ATG4B inhibitor | GRIN3A LBD mod | SENP7 block | SENP8 block | MPTP block | PfGluPho inh
1 | COC(=O)COc1ccc(S(=O)(=O)NCc2ccccn2)cc1 | -3 | -3 | -3 | -1 | -3 | 18 | 0.4 | -4
2 | COCc1nnc(NC(=O)c2ccccc2[N+](=O)[O-])s1 | -5 | -4 | -10 | -2 | -4 | 14 | 0.0 | 0
3 | COc1ccc(C(=O)NNC(=O)c2cccc(F)c2)cc1 | -2 | -43 | -12 | 0 | -11 | 10 | -1.7 | 1
4 | CN(C)CCCN(C(=O)c1ccc(S(=O)(=O)N2CCc3ccccc3C2)cc1)c1nc2c(F)cc(F)cc2s1 | -2 | -5 | 8 | / | 1 | 26 | 91* | 14
5 | O=C(Nc1ccccc1)NC1CCCc2ccccc21 (stereo unspecified) | -8 | -11 | 31 | 5 | -6 | 14 | 4.1 | 8
6 | CCOC(=O)[C@@H]1[C@H]2COc3cc(OC)ccc3[C@@H]2N2C(=O)N(c3ccccc3)C(=O)[C@@]12C | 2 | -7 | -10 | -2 | 4 | 8 | -0.2 | 6
7 | CSc1nc(C)c(C(=O)C[n+]2ccccc2)cc1C#N | -7 | -5 | -6 | 0 | -1 | 25 | 0.1 | 0
8 | CN1OC[C@@H]2CN(Cc3cc(Cl)cc(Cl)c3)[C@H](c3cccc(Br)c3)C[C@@H]21 | 1 | / | 8 | -15 | / | 13 | -0.3 | 4
9 | O=C(Nc1ccc2c(c1)CCC2)Nc1ccc(F)cc1F | -4 | 3 | 6 | -26 | 70* | 10 | 12 | -13
10 | C=CCn1c(C)c(C(C)=O)c(N2CCCC2)nc1=S | 3 | -4 | 13 | 1 | -5 | 13 | 6.7 | -1
11 | O=C(Nc1ccccc1NC(=O)NC1CCCCC1)NC1CCCCC1 | 3 | -9 | 11 | 1 | 13 | 25 | 0.5 | -30
12 | COc1ccc(NC(=O)CCCC(=O)OCC(F)(F)C(F)F)cc1 | -11 | -14 | -3 | -1 | -2 | 11 | -0.7 | 0
13 | N=C1C(c2ccccc2)=C(O)CN1c1cccc(S(N)(=O)=O)c1 | -10 | 2 | -13 | 1 | -2 | 10 | 2.2 | -9
14 | CCC(C)NC(=O)CSc1c2c(nc3ccccc13)CCCC2 (stereo unspecified) | 3 | -6 | 1 | -6 | -2 | 35 | -1.7 | -11
15 | Cc1ccc(-c2cc(C(F)F)n3ncc(C(=O)N4CCN(c5cccc(C)c5C)CC4)c3n2)cc1 | -3 | 12 | -5 | 2 | 0 | -92 | 0.9 | -2
16 | CN(C(=O)COC(=O)c1ccc(=O)n(Cc2ccccc2)n1)C1CCS(=O)(=O)C1 (stereo unspecified) | 0 | -18 | 9 | 1 | -4 | 1 | -1.5 | -16
17 | CCOC(=O)c1nnc(-c2ccccc2)nc1Oc1ccc(Cl)cc1 | 5 | -20 | 8 | 11* | -7 | 25 | 1.9 | -6
18 | COc1ccc([C@@H]2[C@@H]3C(=O)N(C(C)(C)C)C(=O)[C@@H]3[C@]3(C)C(=O)N(c4ccc(C)cc4)C(=O)N23)cc1 | -4 | 1 | -11 | 0 | 4 | 14 | 0.5 | 7
19 | CC(=O)c1cccc(OCC(O)CNCCc2ccc(Cl)cc2)c1 (stereo unspecified) | -6 | -16 | -3 | 0 | -4 | 18 | 0.0 | 7
20 | COc1ccccc1NC(=O)N(CCN(C)C)Cc1cc2cc(C)ccc2[nH]c1=O | -1 | -5 | 2 | 0 | 2 | -33 | -0.8 | 1

Next section
cpd | mol | HKDC1 inh | SENP6 block | ATG4B inhibitor | GRIN3A LBD mod | SENP7 block | SENP8 block | MPTP block | PfGluPho inh
21 | CC(C)(C)c1ccc(S(=O)(=O)N2CCN(C(=O)C3CCC3)CC2)cc1 | -5 | 0 | -1 | 2 | -13 | 3 | -0.9 | 7
22 | O=C(NN1C(=O)C2C(C1=O)C1C=CC2C12CC2)c1ccccc1Cl (stereo unspecified) | -2 | 4 | -5 | 0 | 3 | 8 | -0.6 | -17
23 | CCc1cc(=O)[nH]c(SCC(=O)Nc2cc(C)on2)n1 | 1 | -12 | 4 | -1 | 0 | 4 | -1.1 | 2
24 | COc1ccc(/C=C/C(=O)NC(=S)Nc2ccccc2)cc1OC | 0 | -8 | 3 | 3 | -7 | -59 | 0.0 | -6
25 | Cc1csc(=O)n1CCC(=O)OCC(=O)Nc1ccc(C(N)=O)cc1 | -5 | -6 | -9 | 0 | 1 | 9 | -3.0 | -5
26 | COc1cccc(CN(CC(=O)NC2CCCCC2)C(=O)c2csnn2)c1 | -6 | -10 | 0 | 2 | 3 | 12 | -0.3 | 1
27 | CCC(=O)Nc1ccc(C(=O)CSc2nc3ccccc3[nH]2)cc1 | -9 | 1 | 3 | 0 | 2 | 0 | 2.4 | -7
28 | O=C(NC(=S)NCc1ccco1)c1cccc(Cl)c1 | / | -20 | / | / | 11 | 5 | -1.1 | /
29 | O=C(NCCCN1CCCC1=O)Nc1ccc(Cl)cc1Cl | 7 | -4 | -4 | 2 | 0 | -9 | 0.0 | 9
30 | O=C(Cc1ccccc1)NCCCNC(=O)Cc1ccccc1 | -4 | / | 3 | 0 | / | 8 | 1.8 | 1
31 | O=C(OCCOc1ccccc1F)c1cc(S(=O)(=O)N2CCOCC2)ccc1F | 2 | / | 1 | -1 | / | 11 | -2.1 | -3
32 | CC(NC(=O)c1ccc2c(c1)OCO2)c1cccc(C(F)(F)F)c1 (stereo unspecified) | -1 | -6 | -6 | -3 | -4 | 2 | -2.4 | -2
33 | COc1ccc(NC(=O)CSc2nc(SC)ns2)cc1 | 7 | -20 | 5 | -16 | -7 | 5 | 0.0 | -2
34 | CCCN1CCN(C(=S)Nc2sc(CC)cc2C(=O)OC)CC1 | 0 | 1 | -9 | 1 | -5 | 11 | 2.3 | 34
35 | O=C(Nc1cc(C(F)(F)F)ccc1N1CCOCC1)c1ccc(Br)o1 | -2 | -16 | 0 | 2 | 4 | 9 | 1.2 | 32
36 | Cc1ccc(S(=O)(=O)N2CCN(CC(=O)NCC3(N4CCOCC4)CCCCC3)CC2)cc1 | -4 | 6 | -16 | -2 | -1 | 6 | -2.1 | 9
37 | CCCCc1ccc(NC(=S)N2CCN(c3ncccn3)CC2)cc1 | -3 | -4 | -5 | 0 | 1 | 1 | 1.4 | 9
38 | Clc1ccccc1N1CCN(Cc2c[nH]c3ccccc23)CC1 | -3 | -4 | 12 | 1 | 1 | 8 | -3.5 | 9
39 | COC(=O)c1ccc(Oc2nc(Nc3ccc(F)cc3)nc(N3CCCC3)n2)cc1 | -5 | -16 | -9 | 0 | -7 | 7 | 2.7 | 0
40 | CC(C)NC(=O)c1ccccc1NC(=O)/C=C/c1cccc([N+](=O)[O-])c1 | -10 | -3 | 2 | -5 | -6 | 17 | 1.2 | 24

Additional entries:
cpd | mol | HKDC1 inh | SENP6 block | ATG4B inhibitor | GRIN3A LBD mod | SENP7 block | SENP8 block | MPTP block | PfGluPho inh
41 | COc1ccc(C(C)(C)C)cc1NC(=O)c1ccoc1C | -6 | 3 | 2 | 3 | 2 | 3 | 1.1 | 4
42 | CC1CN(C(=O)CNC(=O)COc2ccccc2)CC(C)O1 (stereo unspecified) | -1 | -11 | 1 | 3 | 3 | 2 | -2.6 | -4
43 | CC(C)(C)c1n[nH]c(=S)n(/N=C/c2cccs2)c1=O | -7 | -20 | -1 | -3 | -8 | 23 | -1.4 | 1
44 | FC(F)(F)c1nnc2c(Sc3ccccn3)nc3ccccc3n12 | 1 | -11 | -4 | -1 | -8 | 4 | 0.1 | -7
45 | Fc1ccccc1-c1nc(-c2ccncc2)no1 | 0 | 85* | -4 | -2 | 84* | 15 | -0.9 | 14
46 | CNc1c(NC(=O)COc2ccc(Cl)cc2)c(=O)oc2ccccc12 | -9 | -1 | -5 | -1 | 4 | 3 | -1.4 | 1
47 | CCCCCC[C@@H]([C@@H](C)O)n1cnc2c(N)ncnc21 | -3 | 2 | 4 | -1 | 6 | -3 | -2.1 | -22
48 | O=C(CCc1nnc(C2CCCCC2)o1)NCc1cccc(-n2cccn2)c1 | 4 | -5 | -16 | -1 | -6 | 7 | -0.5 | 3
49 | CCN1C(=O)/C(=C/c2ccc(C)s2)NC1=S | -1 | 7 | -9 | 0 | 4 | 34 | -0.9 | 15
50 | CCOc1ccccc1/C=N/NC(=O)c1c(C)nc2ccc(Br)cn12 | -3 | 11 | -18 | 1 | -1 | -10 | 0.1 | 123*
51 | C=CCn1c(SCc2csc(-c3ccc(Cl)cc3)n2)nnc1-c1ccccc1OC | -4 | -12 | -4 | -3 | -15 | 15 | -0.4 | 10
52 | O=C(CCn1c(=O)c2cccn2c2ccc(F)cc21)NCCc1ccccc1 | -6 | 3 | 1 | -1 | -8 | -35 | 1.5 | 13
53 | Cc1nc2ccc(S(=O)(=O)NC(C(=O)N3CCn4c3nc3ccccc34)C(C)C)cc2s1 (stereo unspecified) | -5 | 1 | -3 | 0 | 6 | 0 | 0.3 | -6
54 | CCN(CC)c1ccc(C(=O)OCC(=O)Nc2ccc3[nH]c(=O)[nH]c3c2)cc1 | 0 | -9 | -29 | 0 | 13 | -33 | 1.0 | 20
55 | COc1ccc(NC(=O)CCn2nc(C)cc2C)cc1 | -2 | -22 | -7 | -4 | -4 | 21 | -0.5 | -4
56 | CN(Cc1ccc(F)cc1)Cc1nc(-c2ccccc2)no1 | -6 | 9 | 3 | 1 | -5 | 11 | 0.2 | 0
57 | CC(=O)c1ccc(N2CCN(C(=O)CN(C)S(=O)(=O)c3cnc[nH]3)CC2)cc1 | -7 | -2 | 2 | 3 | 3 | -42 | -1.8 | -8
58 | O=C(NNc1ccccc1)/C(=C\c1cccnc1)NC(=O)c1ccccc1 | 1 | -4 | -10 | 2 | -2 | 12 | 1.8 | 9
59 | Cc1ccc(NC(=O)Cn2nc(C(=O)Nc3ccc(C)cc3)ccc2=O)cc1 | -3 | 7 | -1 | 2 | -3 | 12 | -1.5 | -11
60 | Cc1ccc2c(CC(=O)O)coc2c1 | -7 | -16 | 4 | 1 | 2 | 7 | 3.4 | -19

Entries shown so far containing a Cl atom:
cpd | mol | HKDC1 inh | SENP6 block | ATG4B inhibitor | GRIN3A LBD mod | SENP7 block | SENP8 block | MPTP block | PfGluPho inh
8 | CN1OC[C@@H]2CN(Cc3cc(Cl)cc(Cl)c3)[C@H](c3cccc(Br)c3)C[C@@H]21 | 1 | / | 8 | -15 | / | 13 | -0.3 | 4
17 | CCOC(=O)c1nnc(-c2ccccc2)nc1Oc1ccc(Cl)cc1 | 5 | -20 | 8 | 11* | -7 | 25 | 1.9 | -6
19 | CC(=O)c1cccc(OCC(O)CNCCc2ccc(Cl)cc2)c1 (stereo unspecified) | -6 | -16 | -3 | 0 | -4 | 18 | 0.0 | 7
22 | O=C(NN1C(=O)C2C(C1=O)C1C=CC2C12CC2)c1ccccc1Cl (stereo unspecified) | -2 | 4 | -5 | 0 | 3 | 8 | -0.6 | -17
28 | O=C(NC(=S)NCc1ccco1)c1cccc(Cl)c1 | / | -20 | / | / | 11 | 5 | -1.1 | /
29 | O=C(NCCCN1CCCC1=O)Nc1ccc(Cl)cc1Cl | 7 | -4 | -4 | 2 | 0 | -9 | 0.0 | 9
38 | Clc1ccccc1N1CCN(Cc2c[nH]c3ccccc23)CC1 | -3 | -4 | 12 | 1 | 1 | 8 | -3.5 | 9
46 | CNc1c(NC(=O)COc2ccc(Cl)cc2)c(=O)oc2ccccc12 | -9 | -1 | -5 | -1 | 4 | 3 | -1.4 | 1
51 | C=CCn1c(SCc2csc(-c3ccc(Cl)cc3)n2)nnc1-c1ccccc1OC | -4 | -12 | -4 | -3 | -15 | 15 | -0.4 | 10
